Screening results as filed in PubChem.
NCOA3 inh – inhibits human SRC3 coactivator; AID 588352; actives 0.17% (n = 360,000); HEK293 GAL4-SRC3 luciferase reporter, luminescence; inhibition, % at 3.6 µM;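 active means inhibition above a per-campaign cutoff, the mean of all compounds plus 3 SD, cut at about 60% in these data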;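 further: 0% = DMSO-treated cells and 100% = gossypol-treated cells at 36 µM; higher means less SRC3-driven luciferase light from the GAL4 reporter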
TROY signal inh – inhibitors of TROY-dependent NF-kB signaling; AID 1347056; actives 0.98% (n = 360,000); inhibition, % at 10 µM; Q293 LMP1-TROYcd NF-kB luciferase reporter, 4 h;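 active means compounds whose plate-normalised and pattern-corrected inhibition of the luciferase reporter signal at the single screening dose is 50% or more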
NOD2 RIPK2 PPI – blocks binding of human NOD2 to RIPK2. O43353. CHO BLA complementation NOD2-RIPK2, CCF4 ratio. inhibition, % at 4.98 µM. actives 0.38% (n = 360,000); in the data active means inhibition above about 21%;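 further: 0% = vehicle only and 100% = reference blocker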
EBV LMP1 NFkB – reduces LMP1-driven NF-kappaB luciferase signal | LMP1-induced NF-kappaB luciferase reporter cells, luminescence | AID 504558 | inhibition, % at 12.5 µM | actives 0.69% (n = 350,000); in the data active means inhibition above about 41%;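 further: 0% = neutral control wells and 100% = reference inhibitor control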
NR5A2 inv ag – inverse agonists of human LRH-1 (NR5A2). O00482. HEK293T StAR-luciferase reporter, LRH-1 transfected, 24 h. inhibition, % at 3.6 µM. actives 0.13% (n = 360,000). AID 602396;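 active means inhibition above the mean inhibition of all tested compounds plus 3 SD, cut at about 73% in these data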;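 further: 0% = DMSO wells and 100% = reporter-only cells lacking LRH-1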
TWEAK-Fn14 inh – inhibitors of TWEAK-Fn14 interaction signaling | TWEAK-stimulated Fn14 reporter cells, luciferase luminescence, 8 h | inhibition, % at 10 µM | actives 2% (n = 360,000) | AID 1159606; in the data active means inhibition above about 50%
TLR9-MyD88 inh – inhibitors of human TLR9-MyD88 binding; inhibition, % at 4.98 µM; CHO BLA complementation TLR9-MyD88, CCF4 FRET ratio; actives 0.21% (n = 340,000); Q9NR96+Q99836; AID 504734;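 active means inhibition above the mean over all tested compounds plus 3 SD, cut at about 21% in these data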;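 further: 0% = DMSO only wells and 100% = clavulanate BLA inhibitor control wells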
NCOA2 inhibitor – inhibits human steroid receptor coactivator 2; actives 0.17% (n = 370,000); HEK293 GAL4-SRC2 luciferase reporter, luminescence; inhibition, % at 9 µM;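 active means inhibition above the mean inhibition of all tested compounds plus 3 SD, set per campaign, cut at about 52% in these data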;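 further: 0% = DMSO treated cells and 100% = cells given Gossypol at 36 µM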
NR2F2 inh – NR2F2 (human) inhibition, primary screen; P24468; AID 686940; actives 0.7% (n = 370,000); inhibition, % at 8.6 µM; HEK293T NGFI-A luciferase reporter, luminescence;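 active means inhibition above a per-plate cutoff, mean inhibition of test wells between control levels plus 3 SD, cut at about 38% in these data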;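 further: cells cotransfected with COUP-TFII expression vector driving the NGFI-A reporter; 0% = median of COUP-TF2 test wells and 100% = reporter-only cells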
TRAIL sens C8 – caspase-8 TRAIL sensitization. actives 1% (n = 360,000). NB7+C8 cells + TRAIL, ATPlite viability luminescence. inhibition (viability loss, TRAIL sensitization), % at 10 µM;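 active means compounds causing at least 50% loss of cell viability in the single-dose screen, relative to plate controls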
NCOA1 inh – inhibits human SRC1 coactivator; AID 588354; actives 0.12% (n = 360,000); inhibition, % at 3.6 µM; HEK293 GAL4-SRC1 luciferase reporter, luminescence; Q15788;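 active means inhibition above the campaign mean plus 3 SD, with each screening campaign given its own cutoff, cut at about 60% in these data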;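 further: 0% = DMSO treated cells and 100% = gossypol at 36 µM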
Numbers without * were called inactive. Some of the compounds tested; rates above refer to the full screens.

Screening O=C(NC1CCCC1)C(c1cccnc1)N(C(=O)c1csnn1)c1ccc(F)cc1 (stereo unspecified) returned NCOA3 inh 16, TROY signal inh -12, NOD2 RIPK2 PPI -47, EBV LMP1 NFkB -1, NR5A2 inv ag -20, TWEAK-Fn14 inh -1, TLR9-MyD88 inh -11, NCOA2 inhibitor 3, NR2F2 inh 1, TRAIL sens C8 -14 and NCOA1 inh 0.
`CS(=O)(=O)c1ccc(NS(=O)(=O)c2ccc3ccccc3c2)cc1` gave NCOA3 inh 15, TROY signal inh 0, NOD2 RIPK2 PPI 9, EBV LMP1 NFkB 12, NR5A2 inv ag 19, TWEAK-Fn14 inh 16, TLR9-MyD88 inh -5, NCOA2 inhibitor 18, NR2F2 inh -23, TRAIL sens C8 -5 and NCOA1 inh -8.
COc1ccc(NC(=O)N2CCCC(C(=O)NCc3ccccc3F)C2)cc1 (stereo unspecified) was read as NCOA3 inh -19, TROY signal inh -2, NOD2 RIPK2 PPI -4, EBV LMP1 NFkB -1, NR5A2 inv ag 8, TWEAK-Fn14 inh -11, TLR9-MyD88 inh 7, NCOA2 inhibitor -2, NR2F2 inh -9, TRAIL sens C8 -15 and NCOA1 inh 13.
`COc1ccc2cc(CCNC(=O)C(C)C)c(=O)[nH]c2c1` gave NCOA3 inh -12, TROY signal inh -21, NOD2 RIPK2 PPI -9, EBV LMP1 NFkB -3, NR5A2 inv ag 2, TWEAK-Fn14 inh 12, TLR9-MyD88 inh 1, NCOA2 inhibitor -16, NR2F2 inh -14, TRAIL sens C8 -2 and NCOA1 inh -10.
Screening CCCCNc1nc2ccccc2[nH]1 returned NCOA3 inh -24, TROY signal inh -21, NOD2 RIPK2 PPI -9, EBV LMP1 NFkB 2, NR5A2 inv ag -10, TWEAK-Fn14 inh -3, TLR9-MyD88 inh -9, NCOA2 inhibitor -4, NR2F2 inh -15, TRAIL sens C8 -8 and NCOA1 inh -22.
O=C(NCCC1=CCCCC1)C(=O)NCC1OCCCN1S(=O)(=O)c1ccccc1 (stereo unspecified) was read as NCOA3 inh 9, TROY signal inh -5, NOD2 RIPK2 PPI -1, EBV LMP1 NFkB -9, NR5A2 inv ag 6, TWEAK-Fn14 inh -9, TLR9-MyD88 inh -7, NCOA2 inhibitor -1, NR2F2 inh -5, TRAIL sens C8 -5 and NCOA1 inh -4.
For CN(C)c1ccc(C(=O)OCC(=O)NC2CCCCCC2)cc1 the results were NCOA3 inh -6, TROY signal inh -9, NOD2 RIPK2 PPI 3, EBV LMP1 NFkB -3, NR5A2 inv ag -15, TWEAK-Fn14 inh -5, TLR9-MyD88 inh -1, NCOA2 inhibitor -7, NR2F2 inh 0, TRAIL sens C8 -6 and NCOA1 inh -13.
`CCN1CCN(CC(O)COc2ccc(C(C)=O)cc2)CC1` (stereo unspecified) gave NCOA3 inh 6, TROY signal inh 4, NOD2 RIPK2 PPI -5, EBV LMP1 NFkB 2, NR5A2 inv ag 2, TWEAK-Fn14 inh -1, TLR9-MyD88 inh 6, NCOA2 inhibitor 14, NR2F2 inh 1, TRAIL sens C8 -3 and NCOA1 inh -5.
`Cc1c(NC(=O)C(C)OC(=O)c2cc(Cl)nc(Cl)c2)c(=O)n(-c2ccccc2)n1C` (stereo unspecified) gave NCOA3 inh 10, TROY signal inh 18, NOD2 RIPK2 PPI -2, EBV LMP1 NFkB 5, NR5A2 inv ag 5, TWEAK-Fn14 inh -5, TLR9-MyD88 inh 1, NCOA2 inhibitor 5, NR2F2 inh -7, TRAIL sens C8 -7 and NCOA1 inh 0.
Screening CCCC[C@H]1COCCS(=O)(=O)N1Cc1ccccc1F returned NCOA3 inh 2, TROY signal inh -3, NOD2 RIPK2 PPI -6, EBV LMP1 NFkB 6, NR5A2 inv ag -15, TWEAK-Fn14 inh 13, TLR9-MyD88 inh 6, NCOA2 inhibitor -9, NR2F2 inh -4, TRAIL sens C8 -2 and NCOA1 inh -5.
N#Cc1nc(COc2ccccc2F)oc1N1CCCCCC1 was read as NCOA3 inh 9, TROY signal inh -55, NOD2 RIPK2 PPI -13, EBV LMP1 NFkB -12, NR5A2 inv ag 0, TWEAK-Fn14 inh -25, TLR9-MyD88 inh 2, NCOA2 inhibitor -50, NR2F2 inh -27, TRAIL sens C8 6 and NCOA1 inh -26.
COc1cc(/C=C2\SC(=Nc3ccccc3)N(CCc3c[nH]c4ccccc34)C2=O)ccc1OC(C)C(=O)O (stereo unspecified) was read as NCOA3 inh 11, TROY signal inh 59*, NOD2 RIPK2 PPI 18, EBV LMP1 NFkB -3, NR5A2 inv ag -7, TWEAK-Fn14 inh 45, TLR9-MyD88 inh -9, NCOA2 inhibitor 4, NR2F2 inh 2, TRAIL sens C8 -3 and NCOA1 inh -4.
For Cc1cc(NC(C)C)n2c(nc3ccccc32)c1C#N the results were NCOA3 inh 16, TROY signal inh 2, NOD2 RIPK2 PPI -3, EBV LMP1 NFkB 4, NR5A2 inv ag 12, TWEAK-Fn14 inh -2, TLR9-MyD88 inh 9, NCOA2 inhibitor -8, NR2F2 inh -2, TRAIL sens C8 7 and NCOA1 inh -18.
Screening O=C1CCc2cc(S(=O)(=O)Nc3ccc(C(F)(F)F)cc3)cc3c2N1CC3 returned NCOA3 inh -11, TROY signal inh 7, NOD2 RIPK2 PPI 11, EBV LMP1 NFkB 0, NR5A2 inv ag -5, TWEAK-Fn14 inh 0, TLR9-MyD88 inh 1, NCOA2 inhibitor 10, NR2F2 inh -9, TRAIL sens C8 -9 and NCOA1 inh 3.
For COc1cccc(/C=C2/Oc3ccccc3N(CC(=O)NCC3CCCO3)C2=O)c1 (stereo unspecified) the results were NCOA3 inh -20, TROY signal inh 1, NOD2 RIPK2 PPI -14, EBV LMP1 NFkB 3, NR5A2 inv ag 1, TWEAK-Fn14 inh 2, TLR9-MyD88 inh -6, TRAIL sens C8 4 and NCOA1 inh -17.
For CCCCC(=O)OCc1cn(-c2ccc(Cl)cc2)nn1 the results were NCOA3 inh 11, TROY signal inh -16, NOD2 RIPK2 PPI 5, EBV LMP1 NFkB 5, NR5A2 inv ag -3, TWEAK-Fn14 inh 4, TLR9-MyD88 inh 0, NCOA2 inhibitor -11, NR2F2 inh -2, TRAIL sens C8 -3 and NCOA1 inh 3.
`Nc1ncnc2c1ncn2[C@@H]1O[C@H](C(=O)N[C@H]2c3ccccc3C[C@H]2OC=O)[C@@H](O)[C@H]1O` gave NCOA3 inh -20, TROY signal inh 7, NOD2 RIPK2 PPI -9, NR5A2 inv ag 3, TWEAK-Fn14 inh 16, NCOA2 inhibitor -24, NR2F2 inh -10, TRAIL sens C8 -6 and NCOA1 inh -8.
`COc1ccccc1N1CCN(C(=O)C2CCCN(S(=O)(=O)c3ccc4c(c3)CCCN4C(C)=O)C2)CC1` (stereo unspecified) gave NCOA3 inh 34, TROY signal inh 21, NOD2 RIPK2 PPI -4, EBV LMP1 NFkB 13, NR5A2 inv ag 10, TWEAK-Fn14 inh 32, TLR9-MyD88 inh 5, NCOA2 inhibitor 21, NR2F2 inh 44*, TRAIL sens C8 18 and NCOA1 inh 21.
Screening COc1ccc(S(=O)(=O)Cc2ccc(C(=O)NC3CCCCCC3)o2)cc1 returned NCOA3 inh -12, TROY signal inh -24, NOD2 RIPK2 PPI -5, EBV LMP1 NFkB 2, NR5A2 inv ag 16, TWEAK-Fn14 inh 18, TLR9-MyD88 inh -3, NCOA2 inhibitor 1, NR2F2 inh -1, TRAIL sens C8 11 and NCOA1 inh -16.
Screening COc1ccc(CNC(=O)COC(=O)c2ccc(OCc3c(C)noc3C)cc2)cc1OC returned NCOA3 inh 7, TROY signal inh 16, NOD2 RIPK2 PPI 4, EBV LMP1 NFkB -5, NR5A2 inv ag 10, TWEAK-Fn14 inh -21, TLR9-MyD88 inh -6, NCOA2 inhibitor 2, NR2F2 inh 0, TRAIL sens C8 1 and NCOA1 inh -20.
Screening COc1ccc2nc(C)c(C(=O)NN)cc2c1 returned NCOA3 inh -2, TROY signal inh -11, NOD2 RIPK2 PPI -7, EBV LMP1 NFkB -3, NR5A2 inv ag 2, TWEAK-Fn14 inh -14, TLR9-MyD88 inh -2, NCOA2 inhibitor 4, NR2F2 inh 1, TRAIL sens C8 -4 and NCOA1 inh 7.
OC(c1cccc(Cl)c1)c1nc(-c2ccccc2)cs1 (stereo unspecified) was read as NCOA3 inh -8, TROY signal inh -6, NOD2 RIPK2 PPI 0, NR5A2 inv ag 22, TWEAK-Fn14 inh 4, NCOA2 inhibitor -40, NR2F2 inh 0, TRAIL sens C8 23 and NCOA1 inh 9.
`CCn1c(=O)c(C(=O)Nc2ncccc2C)c(O)c2ccccc21` gave NCOA3 inh 21, TROY signal inh 3, NOD2 RIPK2 PPI 5, EBV LMP1 NFkB -1, NR5A2 inv ag 8, TWEAK-Fn14 inh 12, TLR9-MyD88 inh 0, NCOA2 inhibitor -6, NR2F2 inh -3, TRAIL sens C8 1 and NCOA1 inh -9.
C=C(C)CN(CC)Cc1c(C(=O)N(C)CCCC)nc2ccccn12 was read as NCOA3 inh 3, TROY signal inh 6, NOD2 RIPK2 PPI -12, EBV LMP1 NFkB -5, NR5A2 inv ag 2, TWEAK-Fn14 inh -2, TLR9-MyD88 inh -11, NCOA2 inhibitor -12, NR2F2 inh 8, TRAIL sens C8 19 and NCOA1 inh 15.
COCc1cc(C)nc2sc(C(=O)Nc3ccc(OC)cc3)c(N)c12 was read as NCOA3 inh -70, TROY signal inh -23, NOD2 RIPK2 PPI -7, EBV LMP1 NFkB -3, NR5A2 inv ag -25, TWEAK-Fn14 inh -18, TLR9-MyD88 inh 1, NCOA2 inhibitor -39, NR2F2 inh -2, TRAIL sens C8 2 and NCOA1 inh -37.
S=c1[nH]nc(Cc2cccs2)n1-c1ccccc1Cl was read as NCOA3 inh 13, TROY signal inh 16, NOD2 RIPK2 PPI -10, EBV LMP1 NFkB 12, NR5A2 inv ag 7, TWEAK-Fn14 inh 4, TLR9-MyD88 inh 4, NCOA2 inhibitor 1, NR2F2 inh 13, TRAIL sens C8 -3 and NCOA1 inh 19.
Screening COc1ccccc1CCN=C(N)NS(=O)(=O)c1cccs1 returned NCOA3 inh 7, TROY signal inh 5, NOD2 RIPK2 PPI 1, EBV LMP1 NFkB 3, NR5A2 inv ag 0, TWEAK-Fn14 inh 1, TLR9-MyD88 inh -6, NCOA2 inhibitor 7, NR2F2 inh 2, TRAIL sens C8 -3 and NCOA1 inh -24.

Not a retest: an excerpt of the list.
S=c1[nH]nc(Cc2cccs2)n1-c1ccccc1Cl was read as NCOA3 inh 13, TROY signal inh 16, NOD2 RIPK2 PPI -10, EBV LMP1 NFkB 12, NR5A2 inv ag 7, TWEAK-Fn14 inh 4, TLR9-MyD88 inh 4, NCOA2 inhibitor 1, NR2F2 inh 13, TRAIL sens C8 -3 and NCOA1 inh 19.
Screening COc1ccccc1CCN=C(N)NS(=O)(=O)c1cccs1 returned NCOA3 inh 7, TROY signal inh 5, NOD2 RIPK2 PPI 1, EBV LMP1 NFkB 3, NR5A2 inv ag 0, TWEAK-Fn14 inh 1, TLR9-MyD88 inh -6, NCOA2 inhibitor 7, NR2F2 inh 2, TRAIL sens C8 -3 and NCOA1 inh -24.
